Compound activity as filed in PubChem BioAssay.
esBAF inh – SWI/SNF esBAF complex inhibition. reporter increase, % at 12.5 µM. 2% of 350,000 active. mouse ES cells, Bmi1-luciferase knock-in reporter, 24 h; 100% = twice the neutral-well signal. AID 602393; in the data active = activation above about 40%; inconclusive = no clear call, values can overlap the other calls;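 also: 0% = median of the plate's neutral control wells and 100% = double that signal; a rise in the Bmi1 reporter signal indicates esBAF inhibition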
C2C12 statin – suppressors of simvastatin-induced myotoxicity in C2C12 myotubes | ATP luminescence, 48 h; scaled: DMSO 0, geranylgeraniol control 100 | rescue of ATP level, % at 7.49 µM | 0.78% of 330,000 active | AID 602340;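 active = mean ATP rescue above about 67%, or every replicate alone reaching that limit, limit read from the data, passing the limit was not always enough; inconclusive = no clear call, values can overlap the other calls; inactive = mean under the limit and some replicate under it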;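 also: myotubes were challenged with 10 µM simvastatin during compound exposure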
ARNT TACC3 PPI – disrupts binding between human ARNT and TACC3 | Q9Y6A5 | AlphaScreen His-ARNT PAS-B/GST-TACC3 binding, luminescence; TACC3 fragment carries E629A point mutation | inhibition, % at 9.99 µM | 0.66% of 390,000 active | AID 623870;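 active = mean inhibition of replicates at least 50% and at least half of replicates each reaching 50%; inconclusive = half or more replicates reach 50% but mean below 50%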;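 also: 0% = complete ARNT plus TACC3 wells and 100% = ARNT alone without TACC3; many hits fall short of the cut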
SIRT5 inh – blocks human SIRT5 desuccinylation of peptide; inhibition, % at 15 µM; Purified SirT5, succinyl-peptide AMC, trypsin-coupled fluorescence; 1.1% of 330,000 active; in the data active = inhibition above about 15%; inconclusive = no clear call, values can overlap the other calls
Target sequence (Q9NXA8 whole entry, looked up): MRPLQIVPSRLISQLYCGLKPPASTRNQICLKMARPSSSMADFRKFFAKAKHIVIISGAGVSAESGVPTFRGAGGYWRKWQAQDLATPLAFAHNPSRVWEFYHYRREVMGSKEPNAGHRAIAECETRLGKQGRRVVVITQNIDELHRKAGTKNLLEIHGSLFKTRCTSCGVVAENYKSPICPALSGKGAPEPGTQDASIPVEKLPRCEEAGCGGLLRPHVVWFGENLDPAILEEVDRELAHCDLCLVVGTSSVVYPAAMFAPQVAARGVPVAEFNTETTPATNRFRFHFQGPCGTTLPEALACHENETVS
ERp5 block – inhibitors of human ERp5. ERp5 insulin aggregation, absorbance 650 nm, 90 min. Q15084. 0.05% of 350,000 active. inhibition, % at 9.99 µM;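 active = mean replicate inhibition above about 25%, with every replicate also reaching it, limit read from the data, passing the limit was not always enough; inconclusive = only one of those two criteria met; inactive = neither criterion met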
Target sequence (Q15084 whole entry, looked up): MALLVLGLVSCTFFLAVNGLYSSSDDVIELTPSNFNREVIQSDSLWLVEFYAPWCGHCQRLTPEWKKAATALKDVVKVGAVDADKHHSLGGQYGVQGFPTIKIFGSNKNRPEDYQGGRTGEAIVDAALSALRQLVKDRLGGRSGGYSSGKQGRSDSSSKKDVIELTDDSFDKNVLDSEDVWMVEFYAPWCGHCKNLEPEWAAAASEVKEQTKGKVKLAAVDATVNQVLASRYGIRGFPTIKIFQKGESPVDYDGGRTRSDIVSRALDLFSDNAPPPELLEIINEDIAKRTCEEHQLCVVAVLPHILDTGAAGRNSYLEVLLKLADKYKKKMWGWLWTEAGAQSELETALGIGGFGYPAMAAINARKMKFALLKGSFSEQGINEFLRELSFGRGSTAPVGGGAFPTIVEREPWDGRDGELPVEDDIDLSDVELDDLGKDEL
Cneo AK release – causes C. neoformans cell lysis. AID 651654. adenylate kinase release luminescence, 4 h; normalised: neutral wells 0, clomiphene wells 100. 0.2% of 360,000 active. lysis activity, % at 15 µM;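 active = mean lysis activity across replicates of at least 80%, whatever share of replicates individually reach that level; inactive = mean lysis activity below 80%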
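Test system: log-phase Cryptococcus neoformans yeast cells. Input: 5 × 10^6 yeast cells/mL. Medium: fresh YPD growth medium. Doses: single dose. Incubation: static 4 h at 37 °C with compound, 1 h detection. Measured by: luminescent adenylate kinase detection reagent. Read-out: signal increase indicating cell lysis. Benchmarks: Clomiphene.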
miR-122 sensor – miR-122 inhibition in Huh7 cells | 0.3% of 340,000 active | Huh7 miR-122 Renilla luciferase sensor, 48 h; neutral wells = 0, positive control = 100 | activation (reporter increase), % at 12.5 µM | AID 602342;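 active = mean replicate activation score at least 90 and every replicate individually at or above 90; inconclusive = only one of the two criteria met; inactive = neither criterion met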;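 also: higher luciferase means less miR-122 activity so hits act as miR-122 inhibitors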
* hit, by the source's call; u = inconclusive; x = not tested or not shown; & = joins results of further samples; [ ] = another dose, or the depositor's remark.

SMILES	esBAF inh	C2C12 statin	ARNT TACC3 PPI	SIRT5 inh	ERp5 block	Cneo AK release	miR-122 sensor
Cc1ccc(-c2n[nH]c(=O)c3ccccc23)cc1S(=O)(=O)NCCN1CCOCC1	-1	1	-1	x	x	3	u
CC(C)c1ccc(NC(=O)C2Cc3c(-c4ccccc4Oc4ccccc4)ccnc3O2)cc1 (stereo unspecified)	-5	-2	x	4	-5	0	0
O=C(O)CSc1nnc(CNc2ccc(Cl)cc2)n1Cc1ccccc1	1	4	-3	x	x	x	-5
Cc1cc(C)nc(N2CCC(C(=O)NCC3CCCCC3)CC2)n1	-1	-2	-15	-3	3	-2	-3
CCOC(=O)c1c(C)[nH]c(C(=O)OCC(=O)N(CC)c2c(N)n(Cc3ccccc3)c(=O)[nH]c2=O)c1C	-1	7	1	-2	-1	0	-7
Cc1ccc(OCC(=O)Nc2cc(C(=O)O)cc(C(=O)O)c2)cc1C	-12	-1	-18	-1	-12	1	-3
COc1ccccc1N1CCN(c2ccnc3cc(Cl)ccc23)CC1	-14	-60	3	-3	1	30	x
CN1CCN(C(=O)c2cc3c(c(-c4cccc(-c5ccccc5F)c4)n2)[C@@H](CCO)N([S@](=O)C(C)(C)C)C3)CC1	5	0	-1	0	2	-3	x
COc1ccc(N(CC(=O)Nc2ccc(C(N)=O)cc2)S(=O)(=O)c2ccc(C)c([N+](=O)[O-])c2)cc1	x	x	-3	-3	-12	x	x
COc1ccc(S(=O)(=O)CCC(=O)Nc2cc(C)ccc2OC)cc1	x	x	2	-4	0	x	x
N#Cc1ccccc1NC(=O)COc1ccccc1C(=O)Nc1ccccc1	7	-2	-4	-2	1	1	x
Cc1ccc2c3c(c(SCC(=O)Nc4nonc4C)nc2c1)CCCC3	-10	18	5	x	x	-2	2
COC(=O)C1CCN(S(C)(=O)=O)CC1	2	-25	18	x	x	-3	4
CCOc1ccccc1NC1=C(Cl)C(=O)N(Cc2ccccc2)C1=O	-8	-13	12	x	x	-3	44
O=C(Nc1cc(C(F)(F)F)ccc1N1CCOCC1)c1ccc(Br)o1	-6	-29	-5	x	x	0	4
C[C@@H]1CN([C@H](C)CO)C(=O)CCCn2cc(nn2)CO[C@H]1CN(C)C(=O)Nc1cccc(Oc2ccccn2)c1	-4&3	-1&4	-6	-4&0	-2&3	-1&5	-1
C[C@H]1CCCCO[C@@H](CN(C)C(=O)Cc2ccccc2)[C@@H](C)CN([C@@H](C)CO)C(=O)c2cc(NS(=O)(=O)c3ccc(F)cc3)ccc2O1	15	x	2	x	x	-9	-11[16.7 µM]
CC12CCC(=O)N1C(C(=O)Nc1cc(C(F)(F)F)ccc1N1CCCCC1)CS2 (stereo unspecified)	-2	25	-1	-8	-2	x	7
COC(=O)c1ccccc1NC(=O)CNC(=O)c1ccco1	0	-2	-9	x	x	-13	-7
Nc1c(-c2ccc(Cl)cc2)cnc2ncnn12	-4	5	-4	x	x	-4	3
C=CCNc1nc(Nc2ccc(OC)cc2OC)nc(OCC)n1	-6	4	7	x	x	-1	-6
CNC(=S)N(Cc1ccco1)Cc1cc2cc(OC)c(OC)cc2[nH]c1=O	x	x	3	6	3	x	x
CCCOc1c(Br)cc(C(=O)OCC(=O)NC2CC2)cc1OC	-4	-10	-1	-3	3	x	9
CCc1ccc(NC(=O)NC(C)c2ccc3c(c2)OCO3)cc1 (stereo unspecified)	-3	12	5	-8	1	0	2
CCCNC(=O)NC[C@H]1[C@@H](c2ccc(C3=CCCCC3)cc2)[C@@H](CO)N1C(C)=O	4	7	3	4	5	-15	64[16.7 µM]

5 records drawn at random from those above:
SMILES	esBAF inh	C2C12 statin	ARNT TACC3 PPI	SIRT5 inh	ERp5 block	Cneo AK release	miR-122 sensor
Cc1cc(C)nc(N2CCC(C(=O)NCC3CCCCC3)CC2)n1	-1	-2	-15	-3	3	-2	-3
CCOc1ccccc1NC1=C(Cl)C(=O)N(Cc2ccccc2)C1=O	-8	-13	12	x	x	-3	44
COc1ccccc1N1CCN(c2ccnc3cc(Cl)ccc23)CC1	-14	-60	3	-3	1	30	x
CNC(=S)N(Cc1ccco1)Cc1cc2cc(OC)c(OC)cc2[nH]c1=O	x	x	3	6	3	x	x
Nc1c(-c2ccc(Cl)cc2)cnc2ncnn12	-4	5	-4	x	x	-4	3

Next part.
SMILES	esBAF inh	C2C12 statin	ARNT TACC3 PPI	SIRT5 inh	ERp5 block	Cneo AK release	miR-122 sensor
COC(=O)[C@H](CCSC)NC(=O)Cn1cc(C)c(=O)[nH]c1=O	0	21	x	-5	3	-10	0
O=C(NC(=S)Nc1ccc(S(=O)(=O)N2CCCC2)cc1)c1cccs1	x	x	-2	x	-4	-1	16
O=C(CCN1C(=O)c2ccccc2C1=O)OCN1C(=O)c2ccccc2C1=O	-5	13	0	x	x	4	-7
C/C=C/c1cnc2c(c1)C(=O)N([C@H](C)CO)C[C@@H](C)[C@H](CN(C)C(=O)c1cnccn1)O2	2	4	-3	3	-1	-2	-1[16.7 µM]
Brc1ccc(C2=Nc3cccc4cccc(c34)N2)o1	x	x	-2	9	4	x	x
Cc1ccccc1S(=O)(=O)N[C@H]1CC[C@@H](CCn2cc(Cc3ccccc3)nn2)O[C@H]1CO	11	2	-2	31*	2	2	x
CCOC(=O)c1sc2nc(C)nc(SC(C)C(=O)N(C)c3ccccc3)c2c1C (stereo unspecified)	5	1	-3	-17	0	0	15
C[C@@H]1CN([C@@H](C)CO)C(=O)c2cccc(NC(=O)Nc3ccc4c(c3)OCO4)c2O[C@@H]1CN(C)Cc1ccc(C(=O)Nc2ccccc2N)cc1	-30	-56	x	x	x	x	29[16.7 µM]
Cc1csc(=O)n1CC(=O)OCC(=O)Nc1cc(Cl)ccc1[N+](=O)[O-]	3	10	-4	-1	2	12	x
O=C(NCCN1CCN(c2cccc(Cl)c2)CC1)c1cccn2c(=O)c3ccccc3nc12	x	x	0	1	-1	x	x
COc1cc(NC(=O)C2CC(c3ccc(Cl)cc3)=NO2)cc(OC)c1OC (stereo unspecified)	1	-9	-4	-1	5	0	-8
CS(=O)(=O)N(CC(=O)NCc1ccccc1Cl)Cc1ccccc1	-8	10	-1	x	x	-1	-8
N#CC(c1cccc(Cl)c1)c1ncc(C(F)(F)F)cc1Cl (stereo unspecified)	-4	-2	-3	x	x	0	-28
CN(C)S(=O)(=O)c1ccc2c(c1)nc(CCC(=O)Nc1ccc(N3CCOCC3)cc1)n2C	x	x	23	2	3	x	x
CC(=O)NC(CC(=O)N(C)C1CCCCC1)c1ccccc1 (stereo unspecified)	-9	-2	26	2	2	1	6
COc1ccc(CCNC(=O)C23CCC(C)(C(=O)O2)C3(C)C)cc1OC (stereo unspecified)	4	3	-18	5	3	x	-2
Cc1ncsc1C(=O)N1CCCC(CNS(=O)(=O)c2cccs2)C1 (stereo unspecified)	x	x	-4	5	-6	x	x
O=C(Nc1ccon1)c1cccc(C(F)(F)F)c1	3	11	-1	x	x	0	x
O=C(Nc1nccs1)c1cnc2sccn2c1=O	25	-9	x	0	0	-1	-6
CCCCOC(=O)Nc1nnc(C(C)C)s1	x	x	x	0	1	x	1
CCOC(=O)N1CCC(NC(=O)c2cc(COc3ccccc3SC)on2)CC1	9	-2	-1	-4	0	0	-6
Cc1cccc(NC(=O)c2csnn2)n1	-2	6	4	-5	3	x	0
CCOC(=O)c1sc(NC(=O)CSc2n[nH]c(-c3ccccc3)n2)c(C#N)c1C	-10	-3	-5	x	x	2	-4
COCCN(Cc1cc2cc(C)c(C)cc2nc1Cl)C(=O)N1CCOCC1	x	x	-2	-1	-2	x	x
Cc1ccc(NS(=O)(=O)c2ccc3c(c2)NC(=O)CCS3)c(Cl)c1	4	6	-8	-3	0	1	4

(further entries)
SMILES	esBAF inh	C2C12 statin	ARNT TACC3 PPI	SIRT5 inh	ERp5 block	Cneo AK release	miR-122 sensor
Cc1noc(C)c1S(=O)(=O)N(C)C[C@H]1OCCCC[C@H](C)Oc2ccc(NC(=O)Nc3ccccc3)cc2C(=O)N([C@@H](C)CO)C[C@@H]1C	-7	x	1	5	0	-3	8[16.7 µM]
Cc1ccc(S(=O)(=O)NCCC(=O)NC2CCCCCC2)cc1	-11	-4	3	-4	-1	7	-5
CC(=O)c1cccc(NC(=O)c2ccc(NS(C)(=O)=O)cc2)c1	3	7	0	x	x	1	3
CC(C)CN(CCNC(=O)CN1C(=O)COc2ccc(S(=O)(=O)N3CCOCC3)cc21)CC(C)C	-2	6	-5	-3	x	2	-1
O=C(COC(=O)CCC(=O)c1cccs1)NC1CCCCC1	2	-4	x	3	5	x	x
Cc1cccc(C(=O)N[C@H](C(=O)Nc2ccc3c(c2)OCO3)C(C)C)c1	1	7	-6	-1	0	-2	x
CO[C@@H]1CN(C)C(=O)c2cc(NC(C)=O)ccc2OC[C@H](C)N(C(=O)CC2CC2)C[C@H]1C	0	-5	-4	2	3	0	-6[16.7 µM]
O=C(NS(=O)(=O)N1CCOCC1)C1=C(N2CCCC2)COC1=O	2	1	-1	-4	2	-1	-3
O=C(NC1CCN(S(=O)(=O)c2ccccc2)CC1)c1ccc(F)cc1	4	-3	-7	-2	1	-2	-5
Cc1c(NC(=O)CSc2ccccc2C(=O)Nc2cccnc2)c(=O)n(-c2ccccc2)n1C	-11	7	-3	x	x	0	-4
O=C(CN1C(=O)S/C(=C\c2ccccc2F)C1=O)NC1C=CS(=O)(=O)C1 (stereo unspecified)	4	12	-4	-2	0	0	-2
CC(C)n1nnnc1SCC(=O)N1CCN(Cc2ccc3c(c2)OCCO3)CC1	-5	7	-4	3	2	-1	-5
C[C@H](O)C#Cc1ccc2c(c1)O[C@@H](CN(C)C(=O)C1CCC1)[C@@H](C)CN([C@H](C)CO)S2(=O)=O	-14	2	-6	2	-1	60	21[16.7 µM]
CCOc1ccc(/C=C/C(=O)c2ccccc2)cc1	u	8	7	-1	0	-1	x
COc1ccccc1-n1c(-c2cccnc2)n[nH]c1=S	12	5	-1	-4	0	-1	x
CCOc1ccc(-c2cc(N)n(S(=O)(=O)c3ccc(OC)cc3)n2)cc1	1	32	x	x	0	0	4
C=CCN(Cc1nc(-c2ccc(OC)cc2)no1)C(=O)c1ccc2c(c1)OCO2	0	4	3	17*	-2	2	-4
Cc1ccc(NS(=O)(=O)c2c(C(=O)N3CCCCCC3)c(C)n(C)c2C)cc1C	0	30	9	-3	1	6	31
COc1cccc2c1OCC(C(=O)Nc1nccs1)=C2	u	-5	-13	-4	5	-3	-2
Cc1cc(C)cc(C(=O)OCC(=O)NC(=O)NC2CCCC2)c1	5	-1	x	0	-1	1	3
COc1ccc(NC(=O)/C(N=Nc2cc(S(=O)(=O)Nc3ccc(OC)cc3)ccc2OC)=C(\C)O)cc1	x	x	-1	-3	0	x	x
Cc1cc(N(C)C)cc(C)[n+]1[O-]	5	x	-4	x	x	0	0
COc1ccc(C(C)=O)cc1CC(=O)Nc1ccc2c(c1)CCC2	3	0	-4	0	-5	-1	x
CCC1=NN2C(=N)/C(=C/c3cc(C)n(Cc4ccccc4)c3C)C(=O)N=C2S1	x	x	4	4	0	x	x
COc1cc(CCC(=O)OCC(=O)Nc2sccc2C(N)=O)cc(OC)c1OC	5	4	-5	10	1	-2	-3
COc1ccc(CNC(=O)c2cc3c(=O)[nH]c4ccccc4c3n2C)cc1	2	0	-6	x	-6	1	-2
CCOC(=O)C1(C)CCCN1C(=O)c1snnc1C (stereo unspecified)	-4	4	x	-2	3	1	-3
C/C(=N/NC(=O)c1ccc(Cl)s1)c1cccnc1	35	-14	-2	4	-3	0	6
COc1ccc(S(=O)(=O)N(C)C[C@H]2Oc3c(NC(=O)Nc4ccc(C(F)(F)F)cc4)cccc3C(=O)N([C@H](C)CO)C[C@H]2C)cc1	13	-15	x	3	-6	-2	-7[16.7 µM]
CC(=O)Nc1cccc(-c2nnc(SCC(=O)N3CCCCC3)n2C)c1	-9	-1	-1	x	x	1	-6
